Bioassay records deposited in PubChem by Broad Institute.
FN deposit inh: fibronectin deposition inhibition; inhibition, % at 12.6 µM; AID 743247; AH1F fibroblasts, Alexa488-fibronectin deposition fluorescence, overnight; actives 0.086% (n = 350,000);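 active = mean inhibition across replicates of 30% or more, regardless of how many single replicates reach that level; inconclusive = mean under 30% yet at least half of replicates reach 30%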;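 note: positive control wells lacked labelled fibronectin entirely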
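Measured by – fluorescence 485/525 nm · System – AH1F fibroblast monolayer, labelled fibronectin deposition · Amount – 10000 cells per well · Buffer or medium – serum-reduced DMEM (2% serum) · Doses – single dose, pinned · Also added – fluorescent fibronectin at 24 nM final · Schedule – 1 h cell attachment, overnight exposure to compound and label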
ERAP1 inh: inhibitors of human ERAP1 aminopeptidase. Q9NZ08. recombinant ERAP1, Leu-AMC fluorescence, 60 min. inhibition, % at 10.7 µM. actives 0.15% (n = 340,000);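 active = mean replicate inhibition of at least 30%, or all replicates individually reaching that 30% level; inactive = mean below 30% and not every replicate reaching it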;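 note: 0% = neutral control wells and 100% = L-leucinethiol positive control wells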
Target sequence (Q9NZ08 whole entry, looked up): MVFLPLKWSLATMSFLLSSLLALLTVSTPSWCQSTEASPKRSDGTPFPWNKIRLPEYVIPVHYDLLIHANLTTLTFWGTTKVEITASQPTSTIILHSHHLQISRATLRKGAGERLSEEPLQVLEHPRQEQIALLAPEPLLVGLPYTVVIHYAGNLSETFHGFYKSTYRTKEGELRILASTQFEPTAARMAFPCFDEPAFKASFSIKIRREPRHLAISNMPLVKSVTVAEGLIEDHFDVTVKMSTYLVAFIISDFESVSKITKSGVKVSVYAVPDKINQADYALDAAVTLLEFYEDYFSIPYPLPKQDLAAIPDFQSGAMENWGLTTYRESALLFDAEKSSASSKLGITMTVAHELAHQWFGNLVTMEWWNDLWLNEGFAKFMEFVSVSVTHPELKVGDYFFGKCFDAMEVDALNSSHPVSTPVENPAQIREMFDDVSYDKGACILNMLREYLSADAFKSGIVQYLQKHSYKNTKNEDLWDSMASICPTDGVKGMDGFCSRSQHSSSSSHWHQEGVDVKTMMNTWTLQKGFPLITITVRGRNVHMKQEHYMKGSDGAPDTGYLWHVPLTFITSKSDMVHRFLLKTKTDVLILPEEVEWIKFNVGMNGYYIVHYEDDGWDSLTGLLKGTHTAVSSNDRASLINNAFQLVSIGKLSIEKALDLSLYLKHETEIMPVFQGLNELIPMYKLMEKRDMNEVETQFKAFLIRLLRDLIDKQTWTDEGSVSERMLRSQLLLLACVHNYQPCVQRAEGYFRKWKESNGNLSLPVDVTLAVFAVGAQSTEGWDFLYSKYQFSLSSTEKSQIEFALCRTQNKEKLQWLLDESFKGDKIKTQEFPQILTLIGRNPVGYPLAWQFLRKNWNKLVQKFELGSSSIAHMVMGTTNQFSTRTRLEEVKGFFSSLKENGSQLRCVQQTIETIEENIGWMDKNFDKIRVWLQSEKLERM
LGR2 inh: blocks bursicon-induced cAMP signaling via Drosophila LGR2 | HEK293 LGR2, CRE-luciferase, bursicon-stimulated, 4 h | inhibition, % at 9.99 µM | actives 0.35% (n = 380,000) | AID 720647;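 active = drop in luminescence signal, shown as inhibition above about 50% in the replicate tests, limit read from the data, passing the limit was not always enough; inconclusive = probably only some replicates passing the limit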;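 note: agonist challenge used bursicon conditioned medium at about half maximal strength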
S100A4 MyoIIA: S100A4-myosin IIA interaction inhibition. P26447. S100A4/TAMRA-MyoIIA peptide fluorescence polarization. inhibition, % at 10.7 µM. actives 0.14% (n = 360,000). AID 652163;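 active = mean inhibition of at least 70% across replicates, with every replicate also reaching that level; inconclusive = mean inhibition reaches 70% but some replicates fall short; inactive = mean inhibition below 70%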
Target sequence (P26447 whole entry, looked up): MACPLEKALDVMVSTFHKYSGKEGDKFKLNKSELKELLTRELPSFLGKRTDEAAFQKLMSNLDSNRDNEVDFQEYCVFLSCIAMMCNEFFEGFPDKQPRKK
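System – human S100A4 monomer protein, biochemical binding assay · Buffer or medium – Calcium-containing HEPES buffer, pH 7.2 · Timing – 5 min between mix addition and reading · Also added – TAMRA-labelled myosin IIA heavy-chain peptide probe, 5 nM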
PglD inh: blocks C. jejuni PglD acetyltransferase activity | purified PglD enzyme, DTNB colorimetric CoA detection | inhibition, % at 12.5 µM | actives 0.098% (n = 360,000); in the data active = inhibition above about 16%, passing the limit was not always enough; inconclusive = no clear call, values can overlap the other calls; note: strong numbers were not always called active
PGC1a acetyl inh: modulators of PGC1a acetylation | AID 651687 | inhibition, % at 15.6 µM | actives 0.17% (n = 350,000) | U2OS PGC1a acetylation, AlphaScreen anti-acetyl-lysine; with virally co-expressed GCN5 acetyltransferase;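 active = every replicate shows inhibition of at least 40%; inconclusive = mean inhibition at least 40% but some replicate below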;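 note: 0% = neutral control wells and 100% = positive control wells; some results beyond the cut were filed as inactive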
EWS-Fli block: blocks EWS/Fli oncoprotein-driven transcription; A673 NR0B1-luciferase reporter, viability-normalised; inhibition, % at 12.6 µM; actives 0.67% (n = 350,000);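 active = mean inhibition of at least 50% after viability correction, with every replicate also passing that limit; inconclusive = mean reaches 50% but only one of two replicates passes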;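 note: firefly luciferase signal divided by Alamar Blue viability fluorescence both relative to DMSO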
PAX8 inh HTS: inhibitors of PAX8 transcriptional activity in RMG-I cells; inhibition, % at 12.6 µM; RMG-I TPO-luciferase reporter, SteadyGlo, 24 h; actives 1.2% (n = 360,000); AID 652154;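 active = mean replicate inhibition at least 60% with every replicate also reaching 60%; inconclusive = only one of the two criteria is met; inactive = mean below 60% and not all replicates reaching 60%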;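 note: luciferase light reporting Pax8 driven TPO promoter activity; plate controls were median of neutral control wells for no effect and mitoxantrone controls for full effect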
Starred values were filed as active, the others as inactive; ? = inconclusive; / = no result given.

molecule | FN deposit inh | PGC1a acetyl inh | LGR2 inh | S100A4 MyoIIA | PAX8 inh HTS | PglD inh | ERAP1 inh | EWS-Fli block
O=C(Nc1cccc2ccccc12)N1CCN(c2ncccn2)CC1 | 3 | 4 | 2 | 0 | 9 | / | 0 | 8
COc1ccc(CN(C)C(=O)c2ccc(OCC(=O)Nc3cccc(C(F)(F)F)c3)c(OC)c2)cc1 | 8 | 15 | 21 | -1 | 32 | 3 | 0 | 23
C/C=C/c1ccc([C@H]2[C@@H](CO)N(C(=O)C3CCCCC3)C23CN(C(=O)NC(C)C)C3)cc1 | 0 | -4 | 7 | -6 | / | / | 7 | -3
C[C@@H]1CN([C@H](C)CO)C(=O)c2cc(NC(=O)CCCN(C)C)ccc2O[C@H]1CN(C)C | 8 | 1 | 13 | 6 | -11 | -1 | 3 | -4
COc1ccc2c3c(n(C)c2c1)[C@H](CO)N(Cc1ccncc1)CC31CN(C(=O)C2CCCCC2)C1 | 0 | -9 | 7 | -8 | -9 | / | -2 | -5
O=C(CNc1cccc(S(=O)(=O)N2CCCCC2)c1)Nc1cccc(F)c1 | -1 | 2 | -5 | -4 | 18 | 4 | -1 | 11
Cc1ccc(F)cc1-c1cc2nc(NCCCN(C)C)n(C)c(=O)c2s1 | -15 | -3 | 9 | 8 | -6 | -3 | -1 | 3
COc1ccccc1N1CCN(Cc2ccc(OC)c(OC)c2OC)CC1 | -1 | -12 | / | / | 11 | 2 | / | /
Cc1ccccc1-c1ccc2c(c1)O[C@H](CN(C)CC1CC1)[C@H](C)CN([C@H](C)CO)S2(=O)=O | -2 | 0 | 15 | 15 | / | 1 | -7 | 4
O=C(N[C@H]1c2ccccc2C[C@H]1O)C1=C[C@H](c2coc3ccccc3c2=O)C[C@H](OCCCCO)O1 | / | / | / | -3 | 10 | 0 | -2 | -6
Cc1ccccc1C(=O)Nc1ccc2c(c1)C(=O)NC2=O | 3 | -19 | 25 | -5 | 7 | -1 | -1 | 0
CCOC(=O)N1CCN(C/C(Cl)=C/c2ccccc2)CC1 | 0 | 7 | 2 | -2 | -10 | 1 | -3 | 7
NCC1CCC(C(=O)Oc2ccc(CCC(=O)O)cc2)CC1 (centres undefined) | -11 | 0 | 0 | 0 | 3 | 5 | 0 | -5
CN1CCN(C(=O)c2cccc(-c3cc(O)c4ncccc4c3)c2)CC1 | 4 | / | -10 | -1 | 4 | 0 | -5 | -15
Cc1nn(C)c(C)c1NC(=O)COc1ccccc1C#N | -2 | 0 | 12 | 9 | -3 | -2 | 0 | 2
CCc1nnc(NC(=O)[C@@H](NC(=O)c2ccc(C(C)(C)C)cc2)C(C)C)s1 | -1 | / | / | -3 | 28 | 2 | 0 | 2
CN1CCN(C(=O)C[C@H]2C[C@H]3c4cc(NC(=O)Nc5ccccc5)ccc4O[C@H]3[C@@H](CO)O2)CC1 | 3 | -9 | 13 | / | -6 | 1 | / | -3
COc1cc(NC(=O)c2cc(C)nc3ccccc23)cc(OC)c1 | 1 | -2 | -10 | 1 | 8 | / | 1 | -27
Cc1cc(C)cc(NC(=S)N2CCN(C(=O)c3ccco3)CC2)c1 | / | / | 6 | -8 | 8 | 2 | -2 | 3
O=C(C[C@H]1CC[C@@H]2[C@H](COC[C@@H](O)CN2C(=O)Nc2cc(Cl)cc(Cl)c2)O1)NCC1CCCCC1 | -9 | 5 | 11 | 1 | -16 | -1 | 0 | 4
COc1ccc(OC)c(S(=O)(=O)Nc2ccccc2C(=O)N2CCCCC2)c1 | -1 | / | 18 | -4 | 0 | / | -6 | -1
O=C(Cc1ccc(Cl)cc1)NCC(=O)N1CCCCC1 | -3 | / | 6 | -1 | 0 | / | -4 | -1
C=CCc1cccc(/C=N/c2ncn[nH]2)c1O | 8 | -3 | / | / | 12 | -4 | / | /
CCn1c(CC(=O)Nc2ccccc2Cl)nnc1SCC(=O)NC1CCCC1 | 0 | / | 16 | -1 | -2 | 6 | 2 | 4
CC(O)(c1ccccc1)c1nc(-c2csc3ccccc23)cs1 (centres undefined) | 4 | -11 | -16 | 3 | -14 | -1 | 7 | -6
CCC(=O)N1CCCCN2[C@H](CO)[C@@H](c3ccc(-c4cccc(C(=O)N(C)C)c4)cc3)[C@@H]2C1 | / | -2 | 7 | -6 | 3 | -5 | -3 | -11
COc1ccc(-c2sc3ccc(N4CCOCC4)cc3c2C#Cc2ccsc2)cc1 | -2 | / | -10 | -4 | 13 | 10 | 2 | 3
O=C(NC(Cc1ccc(O)cc1)C(=O)O)c1ccco1 (centres undefined) | 16 | 6 | -27 | -2 | 1 | / | 1 | 2
COc1ccc(CN2CC(=O)N(c3ccc(C)c(C)c3)C2=S)cc1OC | / | -8 | 5 | -2 | 14 | / | -3 | 0
COc1ccc(CCNCC(O)COc2c(C)cccc2C)cc1OC (centres undefined) | -6 | -10 | -31 | 7 | 3 | -16 | -3 | 2
CCCc1cc2c(cc1NC(=O)Cc1ccccc1)OCO2 | 6 | 0 | 10 | -1 | -6 | 3 | -6 | -5
N#Cc1ccccc1S(=O)(=O)Nc1ccc2c(c1)C(=O)OC2 | 1 | 14 | / | 2 | -6 | -3 | 1 | -43
CC(=O)Nc1ccc(NC(=O)C2CC(=O)N(C(C)C)C2)cc1 (centres undefined) | -3 | 0 | -3 | 0 | 8 | 2 | -2 | 3
O=C(C[C@H]1C[C@@H]2c3cc(NS(=O)(=O)c4ccc(F)cc4)ccc3O[C@@H]2[C@H](CO)O1)NCc1ccc(Cl)cc1 | 8 | -7 | 2 | -5 | -13 | 2 | 4 | -5
O=C(Cc1ccccc1)NCC(=O)Nc1ccccc1Br | -1 | 4 | 3 | -2 | -14 | 5 | -3 | -3
OC[C@H]1O[C@@H]2O[C@H]3[C@H](O)[C@@H](O)[C@@H](O[C@H]4[C@H](O)[C@@H](O)[C@@H](O[C@H]5[C@H](O)[C@@H](O)[C@@H](O[C@H]6[C@H](O)[C@@H](O)[C@@H](O[C@H]7[C@H](O)[C@@H](O)[C@@H](O[C@H]1[C@H](O)[C@H]2O)O[C@@H]7CO)O[C@@H]6CO)O[C@@H]5CO)O[C@@H]4CO)O[C@@H]3CO | 1 | / | -19 | -21 | 10 | / | 1 | 2
COc1cccc(NC(=O)CSc2nnc3ccc(-c4ccncc4)nn23)c1 | -1 | / | 4 | 1 | 4 | -6 | -1 | 2
COc1cc2c(cc1OC)-c1cc(OCc3ccccc3Cl)nc(=O)n1CC2 | -4 | 0 | -9 | 12 | / | -17 | / | /
O=C(O)C[C@@H]1CC[C@H](NC(=O)CCN2CCCCC2)[C@@H](CO)O1 | 7 | 2 | -29 | 2 | -6 | / | 0 | /
N#Cc1cc(-c2ccccc2)[nH]c1-c1nccc2ccccc12 | 8 | 12 | -8 | -6 | 13 | -4 | 1 | 14
O=C(CSc1ccncc1)Nc1ccc(S(=O)(=O)Nc2nccs2)cc1 | -1 | / | 7 | 5 | -8 | / | 0 | -7
Cc1nc2ccccc2c2c1C(=O)N(c1ccc(C(=O)O)cc1)C2=O | -1 | / | 17 | -8 | 12 | / | 0 | -11
Cc1[nH]c(C)c(C(=O)/C=C/c2ccc([N+](=O)[O-])cc2)c1C | 4 | / | / | -4 | 2 | -2 | 0 | 63*
CC(=O)c1cccc(CN2CCCC(CCC(=O)NCc3ccc(C)o3)C2)c1 (centres undefined) | / | 18 | 3 | -3 | 8 | 0 | 1 | -4
CCOc1ccc(NC(=S)N2CCN(S(C)(=O)=O)CC2)cc1 | -3 | / | ? | 1 | 4 | 0 | -4 | -8
Cn1ccnc1Sc1ccc(/C=N/NC(=O)c2ccccc2O)cc1[N+](=O)[O-] | 7 | / | -13 | / | 15 | 1 | / | /
Cc1ccc(-c2nn(-c3ccccc3)cc2/C=C/C(=O)O)o1 | 0 | 2 | -7 | 8 | -19 | 15 | 3 | 2
O=C(NC1CCCCC1)C1c2ccccc2OCC(=O)N1CCc1c[nH]c2ccccc12 (centres undefined) | -5 | / | 23 | -1 | 16 | / | / | 9
CC(C)C(=O)Nc1ccc2c(c1)C(=O)N(C)[C@H]1CC[C@@H](CC(=O)N[C@@H](C)c3ccccc3)O[C@H]1CO2 | -7 | 12 | 10 | / | 20 | 4 | / | 1
OC[C@@H]1CN(Cc2cccc(C(F)(F)F)c2)C[C@H](n2cnc3c(NCc4ccncc4)ncnc32)O1 | 2 | / | 1 | -1 | 12 | 1 | 0 | -4

Following part.
molecule | FN deposit inh | PGC1a acetyl inh | LGR2 inh | S100A4 MyoIIA | PAX8 inh HTS | PglD inh | ERAP1 inh | EWS-Fli block
CC(C(C(=O)N1CCCCC1)N1CCCCC1)N1CCCCC1 (centres undefined) | -1 | 2 | -1 | -14 | 2 | 1 | 3 | -4
CC1CCN(C(=O)CSc2nc3ccccc3[nH]2)CC1 | / | 8 | -71 | 2 | / | 0 | -2 | -48
Cc1ccc(S(=O)(=O)N(C)C[C@@H]2Oc3ccc(NC(=O)CCN4CCOCC4)cc3C(=O)N([C@H](C)CO)C[C@@H]2C)cc1 | / | 3 | -11 | 19 | 3 | -2 | 0 | 11
CCCCCc1ccnc(CC(=O)c2ccc(OC)cc2)c1 | 2 | 15 | -2 | 8 | 13 | 5 | 2 | 5
O=C(Cn1cnnn1)OCC(=O)c1ccc(Cl)s1 | -7 | -3 | / | / | -8 | -4 | / | /
COc1ccc(CNC(=O)COC(=O)c2ccc(S(=O)(=O)N3CCOCC3)cc2)cc1 | -5 | -7 | -9 | 3 | 8 | 6 | 2 | 3
c1cnc(-c2noc(CN3CCN(C4CCCC4)CC3)n2)cn1 | -13 | / | 1 | -6 | -7 | -1 | 1 | -5
CC(Sc1n[nH]c(-c2cccs2)n1)C(=O)Nc1ccc(C(N)=O)cc1 (centres undefined) | 11 | -5 | -4 | 15 | 16 | -3 | 0 | -3
Cc1cccc(OCC(=O)NNC(=O)c2ccc3nc[nH]c3c2)c1 | -2 | 11 | -7 | -11 | -7 | -4 | 3 | -2
O=C(OCC1OC(n2ccc(=O)[nH]c2=O)C(O)C1OC(=O)c1ccccc1)c1ccccc1 (centres undefined) | 2 | 8 | / | / | 2 | 0 | / | /
Cc1ccc(NC(=O)CN(C)Cc2ccc(Cl)cc2)cc1 | -18 | / | -10 | 2 | -3 | / | -6 | 1
O=C(C[C@@H]1CC[C@H](NC(=O)C2CCOCC2)[C@@H](CO)O1)Nc1ccc(-c2ccccc2)cc1 | / | -9 | 6 | 14 | -4 | 5 | -1 | -23
Cc1c(C(=O)OCC(=O)Nc2cccc(S(N)(=O)=O)c2)oc2c1ccc1ccccc12 | 15 | / | 22 | -1 | -3 | / | / | 2
Cn1cc([N+](=O)[O-])c(C(=O)NCc2ccco2)n1 | -14 | / | 3 | -3 | 17 | / | 0 | 4
O=c1oc2ccccc2c(Nc2ccccc2O)c1[N+](=O)[O-] | / | -2 | 2 | -6 | -3 | / | 8 | 2
